Screening data (PubChem BioAssay)
SENP8 block – SENP8 protease inhibitors, primary screen, biochemical, luminescence | 1.2% of 330,000 active | inhibition, % at 10 µM | purified SENP8, Z-RLRGG-aminoluciferin cleavage | Sentrin-specific protease 8 (Homo sapiens), Q96LD8
UBC13 inh – UBC13 polyubiquitin chain formation inhibitors, primary screen, biochemical, TR-FRET, uHTS | inhibition, % at 20 µM | 0.47% of 330,000 active | Ubiquitin-conjugating enzyme E2 N (Homo sapiens), P61088; in the data active = inhibition above about 45%, passing the limit was not always enough
EBI2 block – EBI2 receptor antagonists, beta-arrestin recruitment, primary screen, cell-based, luminescence, 7a,25-OHC stimulation, uHTS; G-protein coupled receptor 183 (Homo sapiens), P32249; 7a,25-OHC stimulated; inhibition, % at 5 µM; 0.81% of 360,000 active; AID 651636, 2012; in the data active = inhibition above about 38%;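 also: enzyme fragment complementation signal reports receptor beta-arrestin coupling in cells; 0% = agonist plus DMSO wells and 100% = wells without agonist; some results beyond the cut were filed as inactive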
Gli-Sufu block – Gli-Sufu pathway antagonists, primary screen, luciferase luminescence, Sufu-KO-LIGHT cells, uHTS; 0.74% of 340,000 active; Sufu-KO-LIGHT fibroblasts, Gli luciferase reporter luminescence; inhibition, % at 5 µM;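 active = inhibition above about 55%, limit read from the data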;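 also: 0% = DMSO-treated cells and 100% = wells with medium but no cells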
697 NFkB inh – inhibitors of PMA/ionomycin-induced NF-kB reporter, 697 cells, primary screen, B-cell NF-kB inhibitor project, cell-based, luminescence, uHTS | 697 B-cell NF-kB luciferase reporter, 16 h | inhibition, % at 4 µM | 0.33% of 330,000 active | AID 435022, 2010; in the data active = inhibition above about 35%
Jurkat NFkB inh – inhibitors of induced NF-kB luciferase reporter, primary screen, TCR NF-kB activation inhibitor project, cell-based, luminescence, uHTS | inhibition, % at 4 µM | Jurkat, PMA/ionomycin-induced NF-kB luciferase reporter | 0.53% of 330,000 active
CCR6 antagonist – CCR6 receptor antagonists, primary screen, cell-based, CHO-K1, luminescence, beta-arrestin, uHTS | 0.49% of 340,000 active | inhibition, % at 20 µM | CHO-K1 CCR6 PathHunter beta-arrestin, CCL20-stimulated | C-C chemokine receptor type 6 (Homo sapiens), P51684;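 active = compounds whose inhibition of the agonist-driven luminescence signal at 20 µM reaches about 50%, limit read from the data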;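 also: cells stimulated with CCL20 at 14 nM final; plate controls were DMSO with CCL20 for no effect and DMSO without agonist for full effect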
Apaf1 inhib – inhibitors of human Apaf-1 apoptosome, primary screen, biochemical, DEVD-Rh110 fluorescence, uHTS. AID 489030, 2010. reconstituted apoptosome caspase-3 activity. inhibition, % at 20 µM. Apoptotic protease-activating factor 1 (Homo sapiens), O14727. 0.71% of 330,000 active; active = inhibition of at least 40% at 20 µM;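 also: plate controls were DMSO wells for no effect and DEVD-CHO caspase inhibitor wells for full effect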
Target sequence (O14727 whole entry, looked up): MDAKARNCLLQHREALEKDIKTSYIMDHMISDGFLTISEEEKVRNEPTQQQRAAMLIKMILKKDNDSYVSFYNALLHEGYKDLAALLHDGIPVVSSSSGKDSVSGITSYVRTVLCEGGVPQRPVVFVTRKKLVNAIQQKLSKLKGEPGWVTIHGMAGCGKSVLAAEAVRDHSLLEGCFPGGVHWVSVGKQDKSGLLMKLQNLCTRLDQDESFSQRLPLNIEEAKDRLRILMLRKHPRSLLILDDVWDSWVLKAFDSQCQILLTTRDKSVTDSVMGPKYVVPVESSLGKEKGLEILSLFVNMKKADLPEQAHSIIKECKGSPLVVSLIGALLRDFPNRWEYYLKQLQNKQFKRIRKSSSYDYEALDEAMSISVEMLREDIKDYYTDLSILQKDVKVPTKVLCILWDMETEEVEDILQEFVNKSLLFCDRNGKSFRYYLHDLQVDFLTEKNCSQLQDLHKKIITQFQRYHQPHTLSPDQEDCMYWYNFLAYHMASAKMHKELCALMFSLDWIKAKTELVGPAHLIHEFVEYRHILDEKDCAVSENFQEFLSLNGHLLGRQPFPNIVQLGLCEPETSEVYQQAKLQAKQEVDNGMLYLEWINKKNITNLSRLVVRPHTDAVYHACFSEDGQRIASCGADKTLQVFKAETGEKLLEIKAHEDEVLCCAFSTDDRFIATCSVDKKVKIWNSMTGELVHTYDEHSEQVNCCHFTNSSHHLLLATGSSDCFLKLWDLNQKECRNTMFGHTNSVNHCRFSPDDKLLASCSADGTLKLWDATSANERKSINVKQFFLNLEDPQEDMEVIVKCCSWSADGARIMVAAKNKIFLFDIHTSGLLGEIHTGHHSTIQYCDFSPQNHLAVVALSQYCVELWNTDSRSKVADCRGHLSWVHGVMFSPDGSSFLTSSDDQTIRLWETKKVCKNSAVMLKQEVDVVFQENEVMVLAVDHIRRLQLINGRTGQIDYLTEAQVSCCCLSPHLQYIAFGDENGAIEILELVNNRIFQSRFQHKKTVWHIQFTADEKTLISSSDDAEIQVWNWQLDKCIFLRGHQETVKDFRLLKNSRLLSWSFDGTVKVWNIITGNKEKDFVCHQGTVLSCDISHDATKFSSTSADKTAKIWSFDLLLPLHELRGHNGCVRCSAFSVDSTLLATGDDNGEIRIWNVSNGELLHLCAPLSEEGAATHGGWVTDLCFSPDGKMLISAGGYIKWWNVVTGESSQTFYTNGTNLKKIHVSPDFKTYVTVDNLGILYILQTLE
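detection = Rh110 fluorescence intensity | test system = biochemical Apaf-1 apoptosome reconstitution | also added = cytochrome c and DEVD-Rh110 substrate | schedule = 30 min plus 50 min, RT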
* marks the source's active call; other numbers are inactive results. Rule as the data show it, unless noted: active = inhibition above about 50%; inactive = the rest.

What do the screens show for `Cc1ccccc1NC(=S)N(CCCN1CCOCC1)Cc1cccs1`?
SENP8 block: -1.3; UBC13 inh: -2.1; EBI2 block: 0.2; Gli-Sufu block: 4.8; 697 NFkB inh: 20.4; Jurkat NFkB inh: 1.2; CCR6 antagonist: 4.9; Apaf1 inhib: -1.9

What do the screens show for `COc1ccc(Cl)cc1NC(=O)CN(C)C(=O)c1cc2c(F)cccc2s1`?
SENP8 block: -5.1; UBC13 inh: 15.5; EBI2 block: 3.5; Gli-Sufu block: -1.8; 697 NFkB inh: 1.4; Jurkat NFkB inh: 58.1*; CCR6 antagonist: 7.3; Apaf1 inhib: 10.8

How did COc1ccc(CNC(=O)CN2C(=O)NC3(CCCc4sccc43)C2=O)cc1 (stereo not drawn) do in these assays?
SENP8 block: -0.9; UBC13 inh: 1.6; EBI2 block: -7.1; Gli-Sufu block: -12.3; 697 NFkB inh: 4.5; Jurkat NFkB inh: -8.2; CCR6 antagonist: -2.6; Apaf1 inhib: -4.9

How did COc1ccc(Cl)cc1Nc1nc(C)nc2c1nnn2Cc1ccccc1 do in these assays?
SENP8 block: 15.7; UBC13 inh: 12.1; EBI2 block: 4.8; Gli-Sufu block: -0.7; 697 NFkB inh: 6.0; Jurkat NFkB inh: 5.1; CCR6 antagonist: 9.1; Apaf1 inhib: 2.4

How did CN(C)C(/C=C/Nc1ccc(O)cc1)=C(C#N)C#N do in these assays?
SENP8 block: -6.9; UBC13 inh: 1.6; EBI2 block: -9.7; Gli-Sufu block: 2.3; 697 NFkB inh: -16.5; Jurkat NFkB inh: -17.7; CCR6 antagonist: 4.9; Apaf1 inhib: 11.7

Results for CCCCNC(=O)c1ccc2c(c1)ncn2C1CCCCC1 ?
SENP8 block: 1.7; UBC13 inh: -3.0; EBI2 block: 0.1; Gli-Sufu block: 25.7; 697 NFkB inh: 4.9; Jurkat NFkB inh: -8.3; CCR6 antagonist: -16.2; Apaf1 inhib: 0.1

What do the screens show for `Cc1ccc(NCc2nnc(SCC(=O)c3ccccc3)o2)c(C)c1`?
SENP8 block: -9.1; UBC13 inh: 6.9; EBI2 block: 22.7; Gli-Sufu block: 3.3; 697 NFkB inh: 3.6; Jurkat NFkB inh: 1.6; CCR6 antagonist: 14.1; Apaf1 inhib: 20.4

What do the screens show for `Cc1ccc(C)c(NC(=O)c2ccccc2O)c1`?
SENP8 block: -16.6; UBC13 inh: 3.7; EBI2 block: 7.3; Gli-Sufu block: -24.2; 697 NFkB inh: -24.9; Jurkat NFkB inh: -16.0; CCR6 antagonist: -15.0; Apaf1 inhib: -4.8

How did O=C(C1CCN(S(=O)(=O)N2CCOCC2)CC1)N1CCN(c2ccccc2)CC1 do in these assays?
SENP8 block: 7.0; UBC13 inh: 3.5; EBI2 block: 1.4; Gli-Sufu block: -4.3; 697 NFkB inh: 9.8; Jurkat NFkB inh: 16.6; CCR6 antagonist: -0.8; Apaf1 inhib: -6.7

How did O=C(c1ccc([N+](=O)[O-])cc1[N+](=O)[O-])N1CCCC1 do in these assays?
SENP8 block: -2.8; UBC13 inh: -12.8; EBI2 block: -4.0; Gli-Sufu block: -24.7; 697 NFkB inh: 13.6; Jurkat NFkB inh: 8.8; CCR6 antagonist: -12.1; Apaf1 inhib: -0.4

Pulled by compound from the entries so far (2):
What do the screens show for `COc1ccc(Cl)cc1NC(=O)CN(C)C(=O)c1cc2c(F)cccc2s1`?
SENP8 block: -5.1; UBC13 inh: 15.5; EBI2 block: 3.5; Gli-Sufu block: -1.8; 697 NFkB inh: 1.4; Jurkat NFkB inh: 58.1*; CCR6 antagonist: 7.3; Apaf1 inhib: 10.8

What do the screens show for `Cc1ccc(C)c(NC(=O)c2ccccc2O)c1`?
SENP8 block: -16.6; UBC13 inh: 3.7; EBI2 block: 7.3; Gli-Sufu block: -24.2; 697 NFkB inh: -24.9; Jurkat NFkB inh: -16.0; CCR6 antagonist: -15.0; Apaf1 inhib: -4.8

Next results follow.
How did CCCc1cc(=O)[nH]c(SCC(=O)Nc2cc3c(cc2C(C)=O)OCO3)n1 do in these assays?
SENP8 block: -12.3; UBC13 inh: 10.1; EBI2 block: -6.1; Gli-Sufu block: -12.3; 697 NFkB inh: 18.4; Jurkat NFkB inh: 9.2; CCR6 antagonist: 2.1; Apaf1 inhib: 13.2

How did CCCCCCn1cc(C(=O)O)c(=O)c2cc(F)c(N3CCN(C(=O)OCC)CC3)cc21 do in these assays?
SENP8 block: 4.9; UBC13 inh: 22.6; EBI2 block: -1.4; Gli-Sufu block: 2.5; 697 NFkB inh: 19.3; Jurkat NFkB inh: -7.7; CCR6 antagonist: 9.1; Apaf1 inhib: -0.6

What do the screens show for `CC(=O)C1=C(O)C(=O)N(c2ccc(S(N)(=O)=O)cc2)C1c1ccccc1F` (stereo not drawn)?
SENP8 block: -4.2; UBC13 inh: -13.0; EBI2 block: -4.6; Gli-Sufu block: 4.2; 697 NFkB inh: -32.0; Jurkat NFkB inh: -30.6; CCR6 antagonist: -12.7; Apaf1 inhib: 6.7

How did CN1CCc2c(OCC(=O)N3N=C(c4cccs4)CC3c3ccc(F)cc3)cccc2C1=O (stereo not drawn) do in these assays?
SENP8 block: 8.6; UBC13 inh: 12.2; EBI2 block: 2.2; Gli-Sufu block: 13.3; 697 NFkB inh: 2.3; Jurkat NFkB inh: 1.2; CCR6 antagonist: 15.8; Apaf1 inhib: 24.0

Results for O=C1C(=O)N(C/C=C/c2ccccc2)c2ccccc21 ?
SENP8 block: 0.7; UBC13 inh: 5.0; EBI2 block: 8.9; Gli-Sufu block: 35.6; 697 NFkB inh: 5.2; Jurkat NFkB inh: 1.2; CCR6 antagonist: 22.0; Apaf1 inhib: 14.8

Results for Clc1ccc(Cc2nc(-c3ccncc3)no2)cc1 ?
SENP8 block: -14.6; UBC13 inh: -7.3; EBI2 block: 0.1; Gli-Sufu block: -12.1; 697 NFkB inh: -0.2; Jurkat NFkB inh: -3.8; CCR6 antagonist: -6.7; Apaf1 inhib: -5.8

How did CCC(C(=O)OC(C)C)c1ccc2ccccc2c1 (stereo not drawn) do in these assays?
SENP8 block: 5.3; UBC13 inh: 13.6; EBI2 block: 5.8; Gli-Sufu block: -12.9; 697 NFkB inh: 12.2; Jurkat NFkB inh: -11.4; CCR6 antagonist: 7.6; Apaf1 inhib: -4.7

What do the screens show for `CCn1c(Cc2ccccc2)nnc1SCC(=O)Nc1nccs1`?
SENP8 block: 2.6; UBC13 inh: 7.2; EBI2 block: -9.0; Gli-Sufu block: -5.9; 697 NFkB inh: -1.3; Jurkat NFkB inh: -6.7; CCR6 antagonist: -4.9; Apaf1 inhib: -14.6

Results for C#Cc1ccc([C@@H]2C=C(C(=O)N3CCN(Cc4ccc5c(c4)OCO5)CC3)O[C@H](OCC)[C@H]2CCCO)cc1 ?
SENP8 block: -1.5; UBC13 inh: 3.0; EBI2 block: 25.1; Gli-Sufu block: 21.9; 697 NFkB inh: 6.0; Jurkat NFkB inh: 6.8; CCR6 antagonist: 16.6; Apaf1 inhib: 23.3

Results for CCOC(=O)C1(CCOc2ccccc2)CCN(Cc2cc(OC)c(O)c(OC)c2)CC1 ?
SENP8 block: 4.1; UBC13 inh: 4.2; EBI2 block: -4.6; Gli-Sufu block: 24.5; 697 NFkB inh: -15.2; Jurkat NFkB inh: 14.2; CCR6 antagonist: 13.3; Apaf1 inhib: 2.2

What do the screens show for `COc1cc(OC)c(CN2CCC(Cc3ccccc3)CC2)cc1Br`?
SENP8 block: -12.7; UBC13 inh: 8.3; EBI2 block: -2.2; Gli-Sufu block: 52.7; 697 NFkB inh: -9.7; Jurkat NFkB inh: 0.2; CCR6 antagonist: 19.6; Apaf1 inhib: -8.4

How did Cc1cnc(NC(=O)CC2OC(=O)c3ccccc32)s1 (stereo not drawn) do in these assays?
SENP8 block: -8.0; UBC13 inh: 2.0; EBI2 block: -6.1; Gli-Sufu block: -4.8; 697 NFkB inh: 24.4; Jurkat NFkB inh: -3.9; CCR6 antagonist: -2.1; Apaf1 inhib: 4.9

Results for O=C(CO/N=C/c1ccc(OC(F)F)cc1)NCc1ccco1 ?
SENP8 block: -3.6; UBC13 inh: 4.2; EBI2 block: 4.6; Gli-Sufu block: 7.8; 697 NFkB inh: 4.4; Jurkat NFkB inh: 10.6; CCR6 antagonist: -1.1; Apaf1 inhib: -16.1

Results for COc1ccc2[nH]c3nc(SCc4nnc(-c5ccccc5)o4)nnc3c2c1 ?
SENP8 block: 4.6; UBC13 inh: -0.7; EBI2 block: -12.7; Gli-Sufu block: -1.1; 697 NFkB inh: -30.6; Jurkat NFkB inh: 18.9; CCR6 antagonist: 15.2; Apaf1 inhib: 3.7

How did CC(C)Oc1ccc(C(=O)NC(=S)Nc2ccc(Cl)c(C(=O)O)c2)cc1 do in these assays?
SENP8 block: 6.8; UBC13 inh: 9.0; EBI2 block: 16.5; Gli-Sufu block: -10.7; 697 NFkB inh: 14.3; Jurkat NFkB inh: 2.2; CCR6 antagonist: 26.0; Apaf1 inhib: -12.7

What do the screens show for `Cc1ccc2nc(C3CCN(S(=O)(=O)c4ccc5ccccc5c4)CC3)[nH]c2c1`?
SENP8 block: -1.0; UBC13 inh: -13.8; EBI2 block: 20.3; Gli-Sufu block: 16.0; 697 NFkB inh: 29.6; Jurkat NFkB inh: 15.3; CCR6 antagonist: 8.6; Apaf1 inhib: -7.2

Results for Nc1ncnc(Nc2ccc(F)c(Cl)c2)n1 ?
SENP8 block: -16.8; UBC13 inh: 3.1; EBI2 block: 1.6; Gli-Sufu block: -0.4; 697 NFkB inh: -32.5; Jurkat NFkB inh: -21.3; CCR6 antagonist: -0.8; Apaf1 inhib: -2.8

Results for O=C(COc1ccc(Cl)cc1Br)NC1CC1 ?
SENP8 block: -7.0; UBC13 inh: 0.5; EBI2 block: -15.0; Gli-Sufu block: -26.2; 697 NFkB inh: -7.4; Jurkat NFkB inh: -12.3; CCR6 antagonist: -3.2; Apaf1 inhib: -2.1

Results for CCOC(=O)CSC1=C(C#N)C(c2ccccc2F)C(C(C)=O)=C(C)N1 (stereo not drawn) ?
SENP8 block: 3.0; UBC13 inh: 43.1; EBI2 block: 3.6; Gli-Sufu block: -0.9; 697 NFkB inh: -10.1; Jurkat NFkB inh: -4.5; CCR6 antagonist: 21.1; Apaf1 inhib: 0.3

Results for O=C1c2cccc3c([N+](=O)[O-])c(O)cc(c23)C(=O)N1Nc1ccccc1 ?
SENP8 block: 8.4; UBC13 inh: -50.4; EBI2 block: 9.1; Gli-Sufu block: -0.7; 697 NFkB inh: 6.5; Jurkat NFkB inh: -11.0; CCR6 antagonist: 34.4; Apaf1 inhib: 5.8

What do the screens show for `Cn1c(CNc2nc(-c3ccccc3)cs2)nnc1SCC(=O)OC1CCCCC1`?
SENP8 block: 2.3; UBC13 inh: 4.7; EBI2 block: -1.2; Gli-Sufu block: 0.9; 697 NFkB inh: 10.1; Jurkat NFkB inh: -7.5; CCR6 antagonist: 6.8; Apaf1 inhib: 5.6

What do the screens show for `COc1nc(NCCc2ccc(OC)c(OC)c2)nc(NC(C)(C)CO)n1`?
SENP8 block: -9.2; UBC13 inh: -11.0; EBI2 block: -17.0; Gli-Sufu block: -8.8; 697 NFkB inh: 12.2; Jurkat NFkB inh: -21.1; CCR6 antagonist: -10.8; Apaf1 inhib: 3.2

How did CN(C)C(=O)c1c([N+](=O)[O-])ncn1C do in these assays?
SENP8 block: -1.6; UBC13 inh: -5.8; EBI2 block: -15.4; Gli-Sufu block: 2.9; 697 NFkB inh: 15.8; Jurkat NFkB inh: -3.5; CCR6 antagonist: 6.6; Apaf1 inhib: 4.3

What do the screens show for `O=c1ccc(-c2ccccc2)nn1Cc1ccccc1F`?
SENP8 block: 8.6; UBC13 inh: -5.4; EBI2 block: 5.1; Gli-Sufu block: 4.5; 697 NFkB inh: -1.0; Jurkat NFkB inh: 10.2; CCR6 antagonist: -0.6; Apaf1 inhib: 13.4

Some of the compounds tested. The share of hits here may be higher or lower than overall.
